NCI-60 one-dose screen, 48 h, at 10 µM unless noted. Numbers give growth in % (100 = growth as untreated, 0 = no growth, -100 = all killed).
HL-60(TB): HL-60(TB) leukemia cells; hit rate 9% among 78,000; active = growth percent below 10
* = called active by the depositor; & = joins results of further samples. This is a subset, so the mix of outcomes need not match the whole.

SMILES	HL-60(TB)
Cc1c(-c2nnc(-c3ccc([N+](=O)[O-])cc3)o2)nnn1-c1ccc([N+](=O)[O-])cc1	92
O=C1c2ccccc2NC(c2cn(-c3ccccc3)nc2-c2cccnc2)N1Cc1ccccc1 (stereo not drawn)	9.6*
CCN1CC2(COC)C(O)CC(OC)C34C5CC6(O)C(O)C5C(O)(C(O)C6OC)C(C(OC)C23)C14 (stereo not drawn)	97
Cc1nc(-c2ccccc2)cc2c(O)c(C(=O)N/N=C/C=C/c3ccccc3)[nH]c(=O)c12	98
COc1cc2oc(-c3cccc(C(=O)NCc4ccccc4)c3)cc(=O)c2c(OC)c1OC	84
O=C(N/N=C\c1ccc(N(CCCl)CCCl)cc1)c1ccccn1	45
O=C(O)c1cccc2c1C(=O)N(c1ccc3c(c1)Cc1ccccc1-3)C2=O	112
COc1ccc(Nc2nc(N)nc3c2CCc2occc2-3)cc1	89
CCn1c(SCc2ccccc2)nnc1-c1nn(-c2ccc(Cl)cc2Cl)c(-c2ccc(Cl)cc2)c1C	61
CCN(CC)c1ccc(/C=N/NC(=O)CSc2nc3ccccc3c(=O)n2CCc2ccc(S(N)(=O)=O)cc2)cc1	87
Cc1ccc(-n2c(C3=C(O)c4ccccc4C3=O)nnc2-c2ccccc2)cc1	91
COc1ccc(C2=NN(c3ccccc3)C(c3ccc(OC)c(OCc4ccccc4)c3)C2)cc1OC (stereo not drawn)	100
CCN(CC)CCSc1nc2ccccc2s1	101
CCOC(=O)CSc1sc(C(=O)OCC)c(N)c1N(CC)S(=O)(=O)c1ccc(Cl)cc1	95
NC(=O)c1c(NC(=O)c2ccc(F)cc2F)sc2c1CCC(=O)C2	34
CN(C)CCNc1cc(-c2ccccc2)nc2ccccc12	-18*
O=C(O)c1cn(C2CC2)c2cc(N3CCN(C(=O)N/N=C/c4ccccc4)CC3)c(F)cc2c1=O	100
CCCCCCCCCCCCCCCCNC(=S)N/N=C/c1ccccc1OCC	88
COc1ccc2c(c1)CC[C@@]1(C)[C@H](C)C=C(I)[C@@]21CCCO	105
CC1(C)COC(c2ccc(Cl)cc2)OC1	130
c1ccc2n[nH]nc2c1	104
O=C(OCCO)c1ccccc1	102
COc1cc(-c2nc(-c3nnc(-c4ccccc4Cl)o3)c3ccccn23)cc(OC)c1OC	67
CCOC(=O)N(Cc1ccccc1)Cc1ccccc1	95
CN1N=C2c3cn(C)cc3CCC2C1=O (stereo not drawn)	92

Ordered by SMILES length (lowest first): part of the list above
SMILES	HL-60(TB)
CN(C)CCNc1cc(-c2ccccc2)nc2ccccc12	-18*
CCCCCCCCCCCCCCCCNC(=S)N/N=C/c1ccccc1OCC	88
COc1ccc2c(c1)CC[C@@]1(C)[C@H](C)C=C(I)[C@@]21CCCO	105
COc1cc2oc(-c3cccc(C(=O)NCc4ccccc4)c3)cc(=O)c2c(OC)c1OC	84

Other records:
SMILES	HL-60(TB)
CCOP(=O)(OCCCl)c1nc(-c2ccc(C)cc2)oc1NCc1ccccc1 (stereo not drawn)	72
CCCC/C=N/N1C(=S)N(Cc2ccccc2)[C@]23OC(N)=C(C#N)[C@]12C(=O)c1ccccc13	105
COc1ccc(N2CCN(c3nc(-c4ccncc4)nc4sc5c(c34)CCCCCC5)CC2)cc1	85
c1nc2nonc2nc1C12CC3CC(CC(C3)C1)C2	73
CC(C)(C)[Si](C)(C)OC1[C@@H](CNC(=O)NC(=O)CCl)O[C@@H](n2cnc3c(N)ncnc32)[C@H]1O[Si](C)(C)C(C)(C)C (stereo partly drawn)	-64*
C[C@H]1c2[nH]c3ccccc3c2C[C@H]2C(=O)N(CCCCCCC(=O)NO)CC(=O)N21	108
O=Nc1ccc(NO)cc1	92&95
Nc1ccc(-c2ccc(N)c([N+](=O)[O-])c2)cc1[N+](=O)[O-]	91
Fc1cccc(F)c1C#Cc1ccc2cccnc2c1	75
CC(=O)O[C@H]1CC[C@]2(C)[C@H]3CC=C4[C@@H]5[C@@H](C)[C@H](C)CC[C@]5(C(=O)OCC(COC(=O)C(Cl)Cl)(COC(=O)C(Cl)Cl)NC(=O)C(Cl)Cl)CC[C@@]4(C)[C@]3(C)CC[C@H]2C1(C)C	56
O=C(CCl)N1CCN(C/C=C/c2ccccc2)CC1	102
N#Cc1c(-c2ccc(Cl)cc2Cl)c(C(N)=O)c(N)n(Cc2nc3ccccc3[nH]2)c1=O	103
O=C(c1cc(Cl)ccc1O)C(Br)C(Br)c1ccccc1 (stereo not drawn)	95
Cn1cccc1C(=O)C1C(c2ccc(Cl)cc2)C2CCCN2C12C(=O)Nc1ccccc12 (stereo not drawn)	94
C=C1C(=O)O[C@H]2[C@H]1CC/C(COC(=O)CCC(=O)NCCCNC(=O)CCC(=O)OC/C1=C/CC[C@@]3(C)O[C@H]3[C@H]3OC(=O)C(=C)[C@@H]3CC1)=C\CC[C@@]1(C)O[C@@H]21	92
C=CCC(CC=C)(C(=O)OCC)C(=O)OCC	68
Cc1ccc2oc(-c3ccc(O)cc3)cc(=O)c2c1	52
O=C(c1ccc(Nc2nccc(NCCCCNc3ccnc4cc(Cl)ccc34)n2)cc1)N1CCCCC1	-22*
CCCCCN1C(=O)/C(=c2\sc3n(c2=O)NC2C(N=3)N(CC)C(=O)N2CC)c2cc(Cl)ccc21 (stereo not drawn)	65
CCc1ccc(-c2ccc3c4c(cccc24)C(=O)N(c2nc4ccccc4s2)C3=O)cc1	111
COc1cc(/C=C/c2cc(O)c(C(C)=O)c(O)c2)cc2c1O[C@]1(C)CC[C@@H](O)C(C)(C)[C@H]1C2	28
c1cc(-c2ccc3c(c2)OCO3)n2nccc2n1	98
CC(C)=CC(=O)CC(C)(C)N1CC1	154
COc1ccc(/C=C/C(=O)c2ccc(Nc3nc(Nc4ccc(F)cc4)nc(Nc4ccc(Cl)cc4)n3)cc2)cc1	-0.2*
Oc1ccccc1C=Nc1cccc2c1C(O)c1ccccc1-2 (stereo not drawn)	101

Later entries:
SMILES	HL-60(TB)
Oc1c(-c2nc(=S)[nH][nH]2)ccc2ccccc12	94
COC(=O)c1cc([N+](=O)[O-])cc2ccccc12	93
COc1ccc(C(C)=O)cc1S(=O)(=O)Nc1c(N)nc(N)[nH]c1=O	85
S=C(Nc1ccccc1)N1CCN(c2ccccc2)CC1	90
O=C(N/C(=C/c1cc2ccccc2nc1Cl)c1nc2ccccc2[nH]1)c1ccccc1	80
CC1=NN(c2cccc(Cl)c2)C(=O)/C1=C/c1ccc2c(c1)Cc1ccccc1-2	89
O=C(Cn1cc(CO)nn1)Nc1nc(-c2ccc(F)cc2)cs1	108
COc1ccc(C(=O)NNC(=O)CSc2nc3sc4c(c3c(=O)n2-c2ccc(Cl)cc2)CCCC4)cc1	64
O=c1c(/C=C/c2ccco2)nnc2sc(Nc3ccc(Cl)cc3)nn12	101
Cc1[nH]n(C(N)=S)c(=O)c1N=Nc1ccc(F)c(Cl)c1	91
COc1cc(F)c(Cn2c(-c3c(F)cc(OC)cc3F)nc3c(C)cccc32)c(F)c1	69
O=C1/C(=C/c2ccc(F)cc2)COc2ccc(O)cc21	19
Cc1[nH]c2ncnc(Nc3ccc(NC(=O)Nc4cccc(Cl)c4)c(F)c3)c2c1C	107
C[n+]1c(-c2ccc(NC(=O)c3ccc(C(=O)Nc4ccc(-c5cn6ccccc6[n+]5C)cc4)cc3)cc2)cn2ccccc21	24
O=S(=O)(c1ccc(NCSc2nc3ccccc3s2)cc1)c1ccc(NCSc2nc3ccccc3s2)cc1	73
COC(=O)c1ccc(Nc2ccnc(-c3cncc4ccccc34)n2)cc1	102
COc1ccc(-c2cc(-c3cccn3C)c(C#N)c(=O)n2C(=S)Nc2ccc(F)cc2)cc1OC	88
CN(C(=N)N)c1ccccc1	98
CS(=NC#N)c1ccc(-c2cnc(N)c(C(=O)Nc3ccccc3)n2)cc1 (stereo not drawn)	79
FC(F)(F)CN1CCN(CCn2c(C(F)(F)F)cc3c(Cl)ncnc32)CC1	-65*
COc1ccc(-c2nc3sc4c(c3c(=O)[nH]2)CCCC4)c2ccccc12	-25*
CN1CCN(CC(O)COc2c(Br)c(Br)c(Br)c3c2OC(C)(C)C3)CC1 (stereo not drawn)	36
COc1ccc(/C=C2\SC(=O)N(CN3CCN(c4cc5c(cc4F)c(=O)c(C(=O)O)cn5C4CC4)CC3)C2=O)cc1	109
NC(=O)c1c(NC(=O)/C=C/c2cccs2)sc2c1CCC(=O)C2	2.8*
c1ccc(NN=C(c2ccccc2)c2ccccc2)cc1	57

Filtered by structure: the compounds so far containing fluorine
SMILES	HL-60(TB)
NC(=O)c1c(NC(=O)c2ccc(F)cc2F)sc2c1CCC(=O)C2	34
O=C(O)c1cn(C2CC2)c2cc(N3CCN(C(=O)N/N=C/c4ccccc4)CC3)c(F)cc2c1=O	100
Fc1cccc(F)c1C#Cc1ccc2cccnc2c1	75
COc1ccc(/C=C/C(=O)c2ccc(Nc3nc(Nc4ccc(F)cc4)nc(Nc4ccc(Cl)cc4)n3)cc2)cc1	-0.2*
O=C(Cn1cc(CO)nn1)Nc1nc(-c2ccc(F)cc2)cs1	108
Cc1[nH]n(C(N)=S)c(=O)c1N=Nc1ccc(F)c(Cl)c1	91
COc1cc(F)c(Cn2c(-c3c(F)cc(OC)cc3F)nc3c(C)cccc32)c(F)c1	69
O=C1/C(=C/c2ccc(F)cc2)COc2ccc(O)cc21	19
Cc1[nH]c2ncnc(Nc3ccc(NC(=O)Nc4cccc(Cl)c4)c(F)c3)c2c1C	107
COc1ccc(-c2cc(-c3cccn3C)c(C#N)c(=O)n2C(=S)Nc2ccc(F)cc2)cc1OC	88
FC(F)(F)CN1CCN(CCn2c(C(F)(F)F)cc3c(Cl)ncnc32)CC1	-65*
COc1ccc(/C=C2\SC(=O)N(CN3CCN(c4cc5c(cc4F)c(=O)c(C(=O)O)cn5C4CC4)CC3)C2=O)cc1	109

Additional compounds follow.
SMILES	HL-60(TB)
CC12CCC3c4ccc(O)cc4CCC3C1C[C@H](O)[C@@H]2O (stereo partly drawn)	97
COc1cc2c(cc1OC)CN1CCc3cc(OC)c(OC)cc3C1C2 (stereo not drawn)	93
CCC1S/C(=N\S(=O)(=O)c2ccc(N)cc2)NC1=O (stereo not drawn)	84
Cc1c(-c2ccccc2)[nH]c2ccccc12	106
O=C(/C=C/c1cn(Cc2ccc(Cl)cc2)c2ccccc12)c1ccc(Cl)cc1	91
CCN(CC)CCOC(COc1ccccc1)COc1ccccc1	85
Brc1ccc(-c2nocc2-c2c[nH]c3ccccc23)cc1	97
CS(=O)(=O)c1ccc(N/N=C/c2c(-c3ccc(S(C)(=O)=O)cc3)[nH]c3ccc(F)cc23)cc1	-15*
CCc1cccc2c3c(sc12)C(c1ccc(F)cc1)C(C#N)=C(/N=C/c1ccc(Cl)cc1)O3 (stereo not drawn)	7.1*
CC(C)NCCCCCNc1cccc2cccnc12	131
CCCCCCCCCCCCCCCCCCCCCCCCCCO	101
O=c1[nH]cc(Nc2cc(Cl)c3nonc3c2[N+](=O)[O-])c(=O)[nH]1	76
Cc1nnc(NS(=O)(=O)c2ccc(N3C(N)=NC(N)=NC34CCCCC4)cc2)s1	105
O=C1OC(=Nc2cccc([N+](=O)[O-])c2)c2ccccc21	50
CC12CCC3C(C=CC4=C(N)C(=O)CCC43C)C1CCC2=O (stereo not drawn)	53
O=c1ccn(CCCOc2ccccc2Br)c(=O)[nH]1	110
O=[N+]([O-])c1cccc(S(=O)(=O)Nc2ccccc2Cl)c1	87
O=C(O)CN1CCSC1=NC(=O)c1ccc(Cl)cc1	109
O=C1CCN(c2cccc3ccccc23)C(=S)N1	101
CCCCOP(=O)(O)O	112
C#CCOc1ccc(/C=N/Nc2nc(-c3cc4cc(Br)ccc4oc3=O)cs2)cc1OC	71
Cn1c(=O)c2c(nc(N/N=C/C(Cl)Cl)n2C)n(C)c1=O	100
Cc1cc(NC(=S)SCc2ccc3c(c2)OCO3)ccc1Cl	96
N#Cc1c(N)n(CCNC(=O)c2ccccc2)c2nc3ccccc3nc12	35
O=C1O[C@@H](CO)[C@H](O)[C@@H](O)[C@@H]1O	100

More compounds.
SMILES	HL-60(TB)
O=c1ncc2c([nH]1)-c1cn(Cc3ccccc3)c(-c3ccccc3)c1CC2	73
CC1CCC2(OC1)OC1CC3C4CC=C5CC(O)CCC5(C)C4CCC3(C)C1C2C (stereo not drawn)	92
O=C1OCCC/C1=C/c1ccc2c(c1)OCO2	94
c1ccc(-n2ncc3cccnc32)cc1	96
COc1nccc2c(-c3ccc(Cl)cc3)nc(N)nc12	125
O=C1CCCCO1	99
NS(=O)(=O)Oc1ccc2nc(Nc3ccc(F)c(F)c3)ccc2c1	71
O=C1c2ccccc2C(=O)c2c1cccc2N1CCCC1	67
CCSC(SCC)C(O)C(O)C(O)C(C)O (stereo not drawn)	101
Nc1cc(N)c(N)cc1N	29
CCCCCCCCCCCCCCCCCCOc1ccccn1	134
CC(=Nc1ccc(N(C)C)cc1)c1ccccc1	26
Ic1cccc2ccccc12	78
CC(C)C(=O)NNc1ccccc1	101
CCOC(=O)/C=C/CSC(=S)OCC	99
COc1cccc(-c2cc(-c3c[nH]c4ccccc34)nc(N)c2C#N)c1	37
CNC(=O)O[C@H]1CC[C@@]2(C)C(=CC[C@H]3[C@@H]4CC[C@H]([C@H](C)CCCC(C)C)[C@@]4(C)CC[C@@H]32)C1	103
CC(=O)c1ccc(N/C=C2\C(=O)c3ccccc3OC2O)cc1 (stereo not drawn)	121
CC1(C)C/C(=C\c2ccccc2[N+](=O)[O-])C(=O)c2ccccc21	93
COCCn1c(=N)c(S(=O)(=O)c2ccccc2)cc2c(=O)n3ccccc3nc21	112
C=C(C)OC(=O)C(C(=O)OCC)=C(C)C	97
CC(=O)O[C@H]1CC[C@]2(C)[C@H]3CC(=O)[C@H]4[C@@H]5CC(C)(C)CC[C@]5(C(=O)OC(=O)[C@]56CCC(C)(C)C[C@H]5[C@@H]5C(=O)C[C@@H]7[C@@]8(C)CC[C@H](OC(C)=O)C(C)(C)[C@@H]8CC[C@@]7(C)[C@]5(C)CC6)CC[C@@]4(C)[C@]3(C)CC[C@H]2C1(C)C	101
O=C(CSc1nc(-c2ccc(F)cc2)nc2c1Cc1ccccc1O2)Nc1ccc(C(=O)O)cc1	101
COc1cc(C(=O)N(C)C)cc(OC)c1OC	113
CC(=O)OCCc1ccccc1C#N	97
COc1ccc(/C=C2\N=C3SC=C(N4C(=O)CSC4=Nc4ccccc4)N3C2=O)cc1	95

High-throughput results from PubChem.
